M1 PAM parental: M1 PAM counterscreen hit in parental CHO-K1 cells; AID 602247; activation, % at 3 µM; ATP EC20, Fluo-8 calcium fluorescence; 0% at ATP EC20, 100% at ATP max; actives 0.02% (n = 360,000);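 active = activation above the run cutoff, the mean activation of all test compounds plus 3 SD, cut at about 40% in these data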;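 note: peak over basal fluorescence ratio in a 140 s read after ATP addition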
OXTR ag: activates the human oxytocin receptor | activation, % at 3 µM | actives 0.32% (n = 320,000) | AID 2435 | CHO-OTR cells, Fluo-8 calcium fluorescence; normalized: DMSO 0%, oxytocin 100% | P30559;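 active = activation above the mean of all tested compounds plus 3 SD, cutoff set per screening run, cut at about 20% in these data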;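 note: peak over basal fluorescence ratio from a 100 s FLIPR kinetic read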
V1R ag counter: counter-screen for oxytocin receptor agonists: human V1a receptor agonists; P37288; CHO-V1R cells, Fluo-8 calcium fluorescence, agonist mode; 0% DMSO, 100% 3 nM vasopressin; activation, % at 3 µM; actives 0.25% (n = 320,000); AID 2797;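 active = activation above the mean activation of all tested compounds plus 3 SD, per screening run, cut at about 20% in these data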;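 note: signal is peak over basal fluorescence ratio across a 100 second FLIPR read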
Target sequence (P37288 whole entry, looked up): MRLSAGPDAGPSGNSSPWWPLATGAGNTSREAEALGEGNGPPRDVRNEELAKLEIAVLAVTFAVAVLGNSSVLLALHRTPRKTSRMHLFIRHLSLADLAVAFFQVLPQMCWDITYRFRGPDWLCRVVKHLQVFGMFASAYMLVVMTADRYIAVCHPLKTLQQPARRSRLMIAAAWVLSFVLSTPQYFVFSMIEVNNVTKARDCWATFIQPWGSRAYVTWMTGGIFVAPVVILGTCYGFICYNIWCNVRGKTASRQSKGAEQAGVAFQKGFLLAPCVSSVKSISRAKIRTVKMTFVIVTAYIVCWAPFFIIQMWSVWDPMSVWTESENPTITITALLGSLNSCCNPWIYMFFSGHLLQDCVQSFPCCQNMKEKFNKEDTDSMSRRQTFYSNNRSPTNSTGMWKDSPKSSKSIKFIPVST
GPR7 antag: human neuropeptides B/W receptor 1 antagonism; AID 1861; inhibition, % at 4.4 µM; P48145; GPR7-expressing cells, fluorescence antagonist assay; actives 1.1% (n = 290,000); in the data active = inhibition above about 16%, passing the limit was not always enough;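 note: cells stimulated with the agonist NPW; 0% = agonist with vehicle and 100% = vehicle without agonist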
Target sequence (P48145 whole entry, looked up): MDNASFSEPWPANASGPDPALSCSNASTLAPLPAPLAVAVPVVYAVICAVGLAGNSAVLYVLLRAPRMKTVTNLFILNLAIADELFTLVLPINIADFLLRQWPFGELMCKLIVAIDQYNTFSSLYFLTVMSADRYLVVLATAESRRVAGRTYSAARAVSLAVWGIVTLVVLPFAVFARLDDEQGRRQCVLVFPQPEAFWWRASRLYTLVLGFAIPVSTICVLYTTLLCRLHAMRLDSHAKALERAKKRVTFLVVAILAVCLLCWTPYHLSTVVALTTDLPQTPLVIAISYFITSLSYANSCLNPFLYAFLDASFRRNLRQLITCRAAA
CHO-K1 Ca antag: nonselective inhibitor or artifact in parental CHO-K1 cells; actives 0.6% (n = 360,000); inhibition, % at 3 µM; ATP-induced calcium, Fluo-8 fluorescence;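 active = inhibition above a per-plate cutoff, the plate's mean sample inhibition plus 3 SD, cut at about 24% in these data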;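 note: 0% = DMSO plus EC80 ATP and 100% = DMSO alone without ATP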
CHO-K1 Ca ag: counter-screen for M1 agonists: effect in parental CHO-K1 cells; Fluo-8 calcium fluorescence; scaled to maximal ATP response, vehicle zero; actives 0.48% (n = 360,000); activation, % at 3 µM; in the data active = activation above about 15%;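 note: untransfected CHO-K1 host cells lacking M1 receptor as counterscreen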
CHO parental Ca: counter-screen: ATP calcium response change in parental CHO cells; parental CHO-K1, ATP-induced calcium, Fluo-8 fluorescence; inhibition, % at 5.6 µM; actives 0.63% (n = 330,000); AID 463079;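 active = inhibition above that plate's mean sample inhibition plus 3 SD, cut at about 26% in these data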;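 note: 0% = ATP-challenged DMSO wells and 100% = DMSO wells without ATP; some compounds past the cut are filed as inactive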
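Measured by: calcium-sensitive Fluo-8 fluorescence / Test system: CHO parental line / Controls: ATP-challenged DMSO wells low, unchallenged DMSO wells high / Measure: % inhibition / Compound: single nominal dose of 5.6 µM per compound / Replicates: single well per compound, no replicates / Reagent: ATP as calcium-mobilizing challenge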
OXTR potentiator: human OXTR potentiation | actives 0.061% (n = 320,000) | activation, % at 3 µM | AID 2445 | CHO-OTR cells, Fluo-8 calcium fluorescence, potentiator mode; 0% = oxytocin EC15, 100% = EC100;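 active = activation above that plate's cutoff, the mean activation of tested compounds plus 3 SD, cut at about 6.6% in these data, passing the limit was not always enough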;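 note: 100% uses oxytocin at 75 nM as the full agonist control; some results filed as inactive read as strong as hits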
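assay system = CHO-OTR cells, human receptor | schedule = compound 6 min at room temperature before oxytocin, 100 s read | detection = Fluo-8 intracellular calcium fluorescence, ex 470-495, em 515-575 nm | evaluation = normalized max/min fluorescence ratio, % activation | control set = EC15 oxytocin alone as 0%, 75 nM oxytocin (EC100) as 100%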
TAAR1 antag: human TAAR1 antagonism; CHO RD-HGA16 TAAR1, Fluo-8 calcium fluorescence, antagonist; inhibition, % at 3 µM; actives 1.5% (n = 360,000);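 active = inhibition above a per-plate cutoff, the mean inhibition of test compounds on that plate plus 3 SD, cut at about 49% in these data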;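 note: 0% = DMSO plus EC80 beta-PEA response and 100% = DMSO alone without agonist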
Target sequence (Q96RJ0 whole entry, looked up): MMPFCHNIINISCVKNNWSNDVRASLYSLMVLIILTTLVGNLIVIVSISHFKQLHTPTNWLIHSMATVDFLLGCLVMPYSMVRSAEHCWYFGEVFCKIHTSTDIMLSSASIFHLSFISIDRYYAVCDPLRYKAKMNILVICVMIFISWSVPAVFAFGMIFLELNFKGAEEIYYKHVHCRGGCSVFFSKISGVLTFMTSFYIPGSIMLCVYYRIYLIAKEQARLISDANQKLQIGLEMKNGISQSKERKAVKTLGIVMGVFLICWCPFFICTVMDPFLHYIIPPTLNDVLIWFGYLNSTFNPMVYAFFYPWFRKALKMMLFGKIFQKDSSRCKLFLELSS
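System: CHO RD-HGA16 cells bearing hTAAR1. Reagent: EC80 β-phenethylamine stimulus. Schedule: seeding 17-24 h prior, 75-min 37 °C, 30-min RT dye loading. Signal: Fluo-8 intracellular calcium dye fluorescence, real-time kinetic reads. Read-out: % inhibition from peak post-agonist over basal fluorescence ratio. Benchmarks: vehicle wells and EC80 agonist wells. Replicates: n of 1.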
* marks the source's active call; other numbers are inactive results; . = no result given. Rows are unselected; about 3.5% have a hit in one of these screens.

entry	Compound	M1 PAM parental	OXTR ag	V1R ag counter	GPR7 antag	CHO-K1 Ca antag
1	CCCCOC(=O)Nc1cccc(C(=O)OCC)c1	-7	-2.0	-1.3	6	13
2	Cc1c(N2C(=O)c3ccc(F)cc3C2=O)c(=O)n(-c2ccccc2)n1C	18	-0.5	0.7	3	-10
3	Cc1nc2ccc(F)cc2cc1C(=O)NCc1ccco1	14	2.3	0.9	-6	-6
4	CCCCCCNCCn1cnc2c(N)ncnc21	22	0.0	0.8	-13	-16
5	CC(=O)c1ccc(OCCCOc2cccc3cccnc23)cc1	0	.	.	-1	3
6	COC(=O)COc1cc(Cl)c(C=O)cc1OC	18	-0.1	0.1	-6	-4
7	CCOc1cccc(NC(=O)C2CCCN(S(=O)(=O)c3ccc(OC)cc3)C2)c1 (stereo unspecified)	20	-0.6	0.9	5	-12
8	COC(C[C@@H](O)C[C@@H](O)COCc1ccccc1)OC	7	.	.	.	-4
9	COc1cc2ccccc2nn1	-19	-1.2	0.5	-10	0
10	COC(=O)C1=C(C)NC(=O)NC1c1ccc(OCC(=O)N2CCCCC2)cc1 (stereo unspecified)	10	2.7	1.0	-12	-4
11	Cc1ccc(N(C(=O)c2sc(C)nc2C)C(C(=O)NC(C)(C)C)c2ccncc2)cc1 (stereo unspecified)	-1	-0.8	1.7	-4	-1
12	O=C(c1ccccc1S(=O)(=O)NCc1ccccc1)N1CCCC1	-4	0.6	0.5	.	-9

entry	CHO-K1 Ca ag	CHO parental Ca	OXTR potentiator	TAAR1 antag
1	-0.5	-10	-4	0
2	0.5	-13	-4	4
3	1.2	-7	-5	1
4	0.8	2	-2	10
5	4.5	.	.	4
6	-0.1	6	-3	-4
7	4.0	-10	2	9
8	1.1	.	.	-12
9	0.1	-2	-9	6
10	-0.2	-9	-4	-15
11	-0.5	-19	3	-10
12	6.4	-4	-6	-6

Profiles, looked up by structure. Values in the order: M1 PAM parental, OXTR ag, V1R ag counter, GPR7 antag, CHO-K1 Ca antag, CHO-K1 Ca ag, CHO parental Ca, OXTR potentiator, TAAR1 antag
CCCCOC(=O)Nc1cccc(C(=O)OCC)c1 is listed as -7, -2.0, -1.3, 6, 13, -0.5, -10, -4, 0
CCCCCCNCCn1cnc2c(N)ncnc21 is listed as 22, 0.0, 0.8, -13, -16, 0.8, 2, -2, 10

(continued)
entry	Compound	M1 PAM parental	OXTR ag	V1R ag counter	GPR7 antag	CHO-K1 Ca antag
13	CC(OC(=O)c1ccc2c(c1)OCCO2)C(=O)c1ccccc1 (stereo unspecified)	0	1.0	-0.1	.	-3
14	CC(=O)c1ccc(NC(=O)CCC(=O)N2CC(C)Oc3ccc(C)cc32)cc1 (stereo unspecified)	14	2.0	6.3	0	-23
15	O=C(CSc1nncs1)NCc1ccc(F)cc1	14	1.6	-0.1	-7	-9
16	O=S(=O)(Nc1ccc(O)c(CN2CCCCC2)c1)c1ccccc1	13	0.1	-0.5	-14	-11
17	COc1ccccc1NC(=O)Nc1nc(CC(=O)NCc2cccnc2)cs1	17	-0.2	0.6	.	-7
18	CCn1c(=O)cc(SCC(=O)Nc2cccc(SC)c2)c2ccccc21	-6	-0.7	-0.9	-2	11
19	CN(C)c1ccc(CN(C(=O)c2ccccc2Br)C2CCS(=O)(=O)C2)cc1 (stereo unspecified)	12	0.9	0.2	1	-9
20	Cc1ccc(C)c(N=Cc2ccc(-c3ccc([N+](=O)[O-])cc3)o2)c1	18	0.1	-0.5	1	-19
21	C=CCc1ccc(OCCCNC2CCCC2)c(OC)c1	7	1.3	-1.4	.	-9
22	COc1cc2oc(=O)cc(-c3ccc(-c4ccc(OC(F)(F)F)cc4)cc3)c2c(OC)c1OC	14	.	.	.	0
23	CC(NC(=O)c1ccco1)C1COc2ccccc2O1 (stereo unspecified)	15	-0.5	0.1	2	-12
24	COc1ccc(CN2CCC(N3CC(C)OC(C)C3)CC2)c(OC)c1 (stereo unspecified)	11	.	.	-13	-5

entry	CHO-K1 Ca ag	CHO parental Ca	OXTR potentiator	TAAR1 antag
13	0.8	-17	-7	-1
14	1.9	-22	-1	3
15	-0.2	0	9	-3
16	0.6	-9	-13	-13
17	0.6	-23	-11	16
18	-0.3	-15	-10	8
19	-0.5	-13	3	-35
20	0.2	-21	12	-6
21	3.0	-9	-3	2
22	-0.1	-16	.	-21
23	0.0	-4	-6	-17
24	-0.3	.	.	-3

Compounds from the list above that contain an aryl thioether with sulfur outside any ring, in the order listed:
entry	Compound	M1 PAM parental	OXTR ag	V1R ag counter	GPR7 antag	CHO-K1 Ca antag
15	O=C(CSc1nncs1)NCc1ccc(F)cc1	14	1.6	-0.1	-7	-9
18	CCn1c(=O)cc(SCC(=O)Nc2cccc(SC)c2)c2ccccc21	-6	-0.7	-0.9	-2	11

entry	CHO-K1 Ca ag	CHO parental Ca	OXTR potentiator	TAAR1 antag
15	-0.2	0	9	-3
18	-0.3	-15	-10	8

Further records
entry	Compound	M1 PAM parental	OXTR ag	V1R ag counter	GPR7 antag	CHO-K1 Ca antag
25	COc1ccc(NC(=O)C(=O)NCC(c2ccco2)N2CCc3ccccc3C2)cc1 (stereo unspecified)	-8	-0.9	-0.1	.	-14
26	O=C(COc1cccc(Cl)c1)NCc1ccccc1	-7	-1.7	-0.6	7	-7
27	OC(c1cccc(Cl)c1)c1ncc(-c2ccccc2Cl)[nH]1 (stereo unspecified)	22	.	.	.	-15
28	C1CN(CC23CC4CC(CC(C4)C2)C3)CCO1	-2	0.6	-0.2	-4	9
29	O=C(OCCN1CCCCC1)c1ccc(O)cc1	-3	1.9	1.3	-3	-19
30	COc1ccc2nc(N3C(=O)/C(=C/c4ccccc4)NC3=S)sc2c1	16	9.4	5.5	-1	-14
31	CCN(CC)C(=O)C1=C(C)N(Cc2ccc(F)cc2)C(=O)C(CC(=O)NC(c2ccccc2)c2ccccc2)C1 (stereo unspecified)	4	.	.	.	-9
32	CN(C)c1ccc(C(C(=O)NC2CCCC2)N(Cc2cccnc2)C(=O)c2snc(C(N)=O)c2N)cc1 (stereo unspecified)	3	3.0	2.9	-1	-7
33	O=C(OCCOc1ccccc1Cl)c1cc(S(=O)(=O)N2CCCCC2)ccc1N1CCOCC1	6	.	.	.	1
34	Cc1ccc(S(=O)(=O)Nc2ccc3c(c2)CCC3)cc1C	16	-1.8	2.3	-6	-9
35	OC(CNC1CCCCC1)CNC1CCCCC1	17	-0.2	0.7	-11	-12
36	CCOC(=O)c1c(NC(=O)OC)sc(C(=O)N(C)C)c1C	6	-0.6	0.6	-2	2

entry	CHO-K1 Ca ag	CHO parental Ca	OXTR potentiator	TAAR1 antag
25	0.9	-12	-6	-25
26	-0.2	-13	-5	-15
27	2.8	.	.	16
28	-0.3	-3	-1	16
29	0.3	-14	-6	9
30	3.9	3	-12	9
31	0.2	.	.	-18
32	6.0	-12	-9	31
33	0.0	.	.	7
34	1.2	-12	-12	-7
35	0.4	0	-8	1
36	-0.2	-24	1	-7

Other results follow.
entry	Compound	M1 PAM parental	OXTR ag	V1R ag counter	GPR7 antag	CHO-K1 Ca antag
37	O=C(O)C1CCC(Cn2c(SCc3cc(=O)n4ccccc4n3)nc3ccsc3c2=O)CC1 (stereo unspecified)	-2	-0.2	0.2	-5	-12
38	O=c1[nH]c(/C=C/c2ccc([N+](=O)[O-])cc2)c([N+](=O)[O-])c(=O)[nH]1	14	.	.	-26	-3
39	COc1cc(NC(=O)C2CC(c3ccc(Cl)cc3)=NO2)cc(OC)c1OC (stereo unspecified)	11	1.8	6.4	-12	16
40	O=C(COc1cnc2ccccc2n1)NCCC1=CCCCC1	6	-0.2	-0.6	-11	1
41	CCc1cnc(Nc2nc(C(N)c3ccccc3Cl)cs2)nc1 (stereo unspecified)	12	.	.	.	-4
42	CN(CCC1CCOCC1)C(=O)C1CCC(=O)N(CCc2ccccc2)C1 (stereo unspecified)	-15	0.5	0.8	-7	8
43	Cc1ccc(S(=O)(=O)NC2CCCC2)cc1C(N)=O	13	0.0	0.2	4	-17
44	COc1ccc(C(=O)O)cc1S(=O)(=O)NCc1ccncc1	-21	1.7	1.4	.	11
45	CC(C)Cn1c(N)c(C(=O)CSc2nnnn2-c2ccc(Cl)cc2)c(=O)n(C)c1=O	-3	.	.	.	-2
46	O=C(O)C(CCc1ccccn1)c1ccccc1 (stereo unspecified)	-6	.	.	.	10
47	COc1cc(/C=N\NC(=O)c2ccc(Cn3cc(Br)c([N+](=O)[O-])n3)o2)cc(OC)c1O	-11	-0.7	-0.2	-14	19
48	O=C(CCCCO)CCCCCCCC[C@H]1N[C@H](CO)[C@H](O)[C@@H]1O[C@@H]1O[C@H](CO)[C@@H](O)[C@H](O)[C@H]1O	-2	-0.8	0.3	-8	-15

entry	CHO-K1 Ca ag	CHO parental Ca	OXTR potentiator	TAAR1 antag
37	0.8	-9	-5	-4
38	0.9	.	.	-10
39	0.9	-28	-8	-10
40	0.1	-7	-4	-13
41	2.3	.	.	-11
42	0.4	-8	-1	-31
43	1.3	8	-11	-15
44	0.0	-13	-1	-17
45	0.2	.	.	-6
46	-0.5	.	.	-13
47	0.6	-19	-6	5
48	0.0	3	-10	9

Following part
entry	Compound	M1 PAM parental	OXTR ag	V1R ag counter	GPR7 antag	CHO-K1 Ca antag
49	COc1ccccc1C(=O)COC(=O)Cn1c(C)csc1=O	6	-0.4	0.2	.	-2
50	CC1=C(C(=O)N(C(C)C)C(C)C)CC(CC(=O)NCCN2CCOCC2)C(=O)N1Cc1ccc(F)cc1 (stereo unspecified)	-10	.	.	.	4
51	CCN(CC)S(=O)(=O)c1ccc(N2CCOCC2)c(NC(=O)CN2C(=O)NC3(CCCC3)C2=O)c1	11	.	.	.	-16
52	CSc1cccc(NC(=O)CCn2c(=O)c3cccn3c3cccnc32)c1	-15	1.1	3.8	-4	-3
53	O=C(CSc1nnc(Cc2cccs2)n1Cc1ccco1)Nc1ccc(Cl)cc1Cl	14	-2.0	-1.1	28*	-8
54	Cc1ccc(Cc2c[nH]c(=S)s2)cc1	12	-0.4	-0.1	-15	-14
55	O=C1C(Cl)=C(NCC2CCCO2)C(=O)N1c1ccccc1 (stereo unspecified)	15	0.5	-0.5	-5	-8
56	O=C(Cn1c(=O)c2c(ncn2Cc2ccccc2)n(Cc2ccccc2)c1=O)NC1CC1	11	-0.5	0.3	-12	8
57	O=C(Nc1nc(-c2ccc(Cl)cc2)cs1)C1CCCO1 (stereo unspecified)	11	-2.0	-0.4	-9	-18

entry	CHO-K1 Ca ag	CHO parental Ca	OXTR potentiator	TAAR1 antag
49	1.4	4	-8	0
50	-0.2	.	.	-14
51	0.7	.	.	-6
52	1.8	-13	-12	57*
53	1.3	-8	-5	13
54	6.2	0	-11	-8
55	0.8	-4	-2	-4
56	0.4	-10	-1	2
57	2.1	-23	-9	17

Screens deposited in PubChem by The Scripps Research Institute Molecular Screening Center.
